Lipid droplet: modulators of hepatic lipid droplet formation. AML12 mouse hepatocytes, oleate lipid droplets, BODIPY imaging. 240,000 tested, 0.4% active. inhibition, % at 6.5 µM;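 active = lipid droplet intensity inhibited by at least 50%, with more than 500 cells counted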
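material = mouse AML12 hepatocyte cell line, fixed after treatment | also added = 100 µM oleic acid challenge | doses = compound at 6.5 µM only | schedule = overnight exposure | technique = Image-based BODIPY and DAPI two-channel analysis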
bCat nuc transl: alters nuclear translocation of beta-catenin in HeLa cells. immunofluorescence imaging. nuclear translocation activity, % at 5 µM. 190,000 tested, 0.3% active;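 active = nuclear translocation activity above 50% at 5 µM, with a well cell count of 50 or more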;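 note: per-cell ratio of nuclear to cytoplasmic median beta-catenin stain intensity; plate controls were DMSO negative control for no effect and GSK-3 inhibitor IX positive control for full effect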
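System: Human HeLa cells, endogenous beta-catenin | Compound dosing: 5 µM primary, 0.02–20 µM confirmation | Timing: 24 h compound exposure at 37°C, 5% CO2 | Measured by: Fluorescence imaging of beta-catenin antibody stain plus DAPI | Read-out basis: % activation of per-cell nuclear versus cytoplasmic median beta-catenin signal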
Dynein transport: blocks dynein driven cargo transport along microtubules; 3617.4 mouse cells, GR-EGFP nuclear translocation imaging; test concentration mostly 20 µM; stimulated with dexamethasone, 1 µM; stronger effect = lower value; z-score, hits read low; 220,000 tested, 0.47% active; AID 1381;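 active = plate z-score of nuclear minus cytoplasmic receptor signal below a set negative limit, without overly bright fluorescence or cell loss, cut at about -3.5 in these data, passing the limit was not always enough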;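 note: z-score of nuclear minus cytoplasmic ring GR-EGFP intensity difference per well; some compounds called inactive have numbers as strong as hits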
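Buffer or medium: Induction medium lacking tetracycline, stripped serum | Also added: Dexamethasone agonist, 1.0 µM final, for 30 min | Timing: 48 h induction, 1 h compound, 30 min dex at 37 °C | Detection: Formaldehyde fixation, Hoechst nuclear stain, 10x automated fluorescence imaging | Measure: Nuclear versus cytoplasmic GR-EGFP signal, averaged per well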
MT stabilize HCS: microtubule stabilizers in HeLa cells. 200,000 tested, 0.83% active. HeLa tubulin immunostaining HCS, 24 h; share of cells brighter than vehicle mean+2SD. % tubulin-high responders, % at 10 µM;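 active = plate Z-score above 3 for both tubulin-high and condensed-nucleus cell shares, with cell loss under 80%, at 10 µM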;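 note: anti alpha tubulin signal scored within the nucleus-defined area of each cell; some results filed as inactive read as strong as hits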
CSM14.1 death rescue: protection against thapsigargin-triggered cell killing – 384-well, CSM14.1, ATP luminescence, primary screen (AID 1222) | CSM14.1 thapsigargin-induced death rescue, ATP luminescence; higher % means a stronger effect | one-dose cellular ATP content (survival), % at 20 µM; EC50 in µM for titrated hits | 190,000 tested, under 10 active;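 active = EC50 below 50 µM in the dose-response confirmation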;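 note: death triggered by thapsigargin at about 15 µM added after 2 h compound pretreatment; cell ATP read after overnight thapsigargin exposure of roughly 18 to 22 hours; normalized against plate controls of thapsigargin alone and 5% DMSO vehicle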
T cell modulator: T cell immune modulators affecting CD8 T cell-vesicle binding; 2C CD8+ T cell-vesicle binding, flow cytometry; stronger effect = lower value; calls only at 7 µM; 330,000 tested, 0.068% active;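 active = response, share of CD8 T cells binding vesicles, and their 90th percentile fluorescence all below set limits, cut at about 80% in these data, passing the limit was not always enough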
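Incubation: binding step 1.5 h, 37 °C, antibody labelling 20 min, ice; system: murine 2C transgenic CD8+ T lymphocytes; technique: cytometric PE anti-B7-1 and Alexa647 anti-CD8 signals after 1% paraformaldehyde fixation; also added: QL9-charged Drosophila Ld/ICAM-1/B7-1 vesicles; control set: naked versus QL9-loaded vesicles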
Ins promoter up: MIN6 insulin promoter up-regulation; MIN6 insulin promoter-GFP reporter, high-content imaging; stronger effect = higher value; z-score at 5 µM; 190,000 tested, 0.3% active; AID 1625;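 active = z-score above 3 at 5 µM with at least 500 cells counted in the well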
Salmonella PhoP GFP: inhibitors of PhoP regulon expression, primary screen, Salmonella Typhimurium, GFP reporter (AID 1863). S. Typhimurium PhoP-regulated promoter GFP reporter, 4 h; higher % means a stronger effect. one-dose inhibition, % at 50 µM; IC50 in µM for titrated hits. 300,000 tested, 0.16% active;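 active = inhibition over 29.93%, a cutoff 3 SD above the screen mean, later confirmed by dose response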;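 note: 0% = low Mg2+ inducing control and 100% = high Mg2+ repressing control; strong numbers were not always called active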
Autophagy mod: modulators of autophagy | calls only at 10 µM (by protocol) | MEF GFP-LC3 puncta imaging; test concentration mostly 10 µM | AID 463193 | 190,000 tested, 0.98% active;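 active = percentage of spot-positive cells more than 3 SD above its plate mean, without a fluorescence outlier flag or 80% toxicity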;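 note: spot-positive cell cutoff set from DMSO-treated cells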
Dynein transport cytoplasmic EGFP: also measured in Dynein transport; calls as there; z-score; measured here: cytoplasmic GR-EGFP intensity; stronger effect = higher value
Dynein transport nuclear GR-EGFP: second read-out of Dynein transport, no call of its own (marks repeat the call); z-score; measured here: nuclear GR-EGFP intensity;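 lower value marks the stronger effect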
Dynein transport cell count: recorded beside Dynein transport, whose call it bears; z-score; measured here: cell count per field
Ins promoter up cell count: also measured in Ins promoter up; calls as there; cell count; measured here: cytotoxicity, nuclei count;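 total cells summed across four imaged fields per well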
Lipid droplet cells 6.5 µM: recorded beside Lipid droplet, whose call it bears; cell count; measured here: cell count, cytotoxicity flag;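 cells counted across two imaged fields per well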
bCat nuc transl cell count 5 µM: also measured in bCat nuc transl; calls as there; cell count; measured here: cell count, cytotoxicity flag
T cell modulator vesicle-bound %: recorded beside T cell modulator, whose call it bears; double positive events, %; measured here: CD8+ vesicle-bound cell fraction;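 binding gate set so that unloaded-vesicle control wells show 10% double positive cells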
MT stabilize HCS Hoechst-high %: recorded beside MT stabilize HCS, whose call it bears; % Hoechst-high responders; measured here: nuclear condensation Hoechst responders;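 share of cells brighter than vehicle mean plus two SD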
MT stabilize HCS cytotoxicity %: recorded beside MT stabilize HCS, whose call it bears; toxicity, %; measured here: cytotoxicity by cell density;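 0% = mean cell density of plate MIN control wells and 100% = no cells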
Autophagy mod cell loss 18 h: second read-out of Autophagy mod, no call of its own (marks repeat the call); toxicity, %; measured here: cell loss, nuclei count;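 cell loss after 18 h compound exposure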
* marks the source's active call; other numbers are inactive results; i = inactive; . = not tested or not shown.

#	SMILES	Lipid droplet	Lipid droplet cells 6.5 µM	bCat nuc transl	bCat nuc transl cell count 5 µM	Dynein transport	Dynein transport cytoplasmic EGFP	Dynein transport nuclear GR-EGFP	Dynein transport cell count	MT stabilize HCS	MT stabilize HCS Hoechst-high %	MT stabilize HCS cytotoxicity %	CSM14.1 death rescue	T cell modulator	T cell modulator vesicle-bound %	Ins promoter up	Ins promoter up cell count	Salmonella PhoP GFP	Autophagy mod	Autophagy mod cell loss 18 h
1	CCCOc1ccc(NC(=O)CC2C(=O)N(CC)C(=S)N2Cc2cccs2)cc1 (stereo unspecified)	.	.	.	.	0.94	-0.23	0.74	0.73	3.2	1.6	4.0	0.1%	i	48	.	.	7%	i	-33
2	COCC(=O)Nc1cc(C)c2c(=O)oc3ccccc3c2n1	2	774	3.2	978	0.4	-0.27	0.58	-0.48	1.5	1.6	0.8	-0.7%	i	25	-0.4	1370	-2%	i	20
3	CC1CCC2(CC1)NC(=O)N(CC(=O)NCc1ccc3c(c1)OCO3)C2=O (stereo unspecified)	-1	722	0.4	1354	-0.021	-0.26	0.41	0.2	.	.	.	.	i	23	-0.24	1083	2%	.	.
4	Cc1cc(Nc2ccc(N3CCC(C)CC3)cc2)n2ncnc2n1	12	688	.	.	-1.1	-0.046	0.082	0.41	2.7	3.1	10	-2.1%	i	28	-0.51	1311	-10%	i	4
5	CN1CCN(C(=O)CCN2C(=O)c3ccccc3C2=O)CC1	-2	667	-1.5	909	-0.77	-0.33	-0.16	0.79	1.6	1.2	8.9	1.2%	i	9	1.1	1397	.	i	-14
6	O=C(Nc1cccc2ccccc12)N1CCN(c2ncccn2)CC1	-25	696	-2.6	886	0.37	-0.25	0.36	-0.38	5.0	0.9	4.4	0.7%	i	57	0.72	1544	7%	i	25
7	CSCCC(NC(=O)c1ccc(Cl)cc1)C(=O)OCC(=O)c1ccc[nH]1 (stereo unspecified)	9	615	0.0	1093	-0.87	-0.29	-0.41	0.91	5.1	2.5	9.0	-2.2%	i	18	0.32	1470	-2%	i	23
8	COC(=O)Cc1ccc(NC(=O)c2ccc(Br)o2)cc1	-5	665	.	.	1.2	-0.14	0.28	-1.7	3.6	1.6	7.7	.	i	0	.	.	-12%	i	7
9	O=C(CC1C(=O)NCCN1C(=O)Nc1ccccc1)Nc1cc(Cl)ccc1Cl (stereo unspecified)	23	766	-1.3	1296	0.073	0.21	0.65	-0.2	.	.	.	.	i	26	-0.08	1133	.	.	.
10	O=C(COC(=O)COc1ccccc1)NC1CCCc2ccccc21 (stereo unspecified)	10	644	1.4	1121	2.4	0.092	1.3	-1.9	5.0	0.8	5.7	-1.1%	i	62	0.51	1457	21%	i	6
11	CCOc1cc(C)nc(N2CCC(C(=O)Nc3ccccc3OCC)CC2)n1	.	.	-6.2	986	-0.59	-0.22	0.022	0.36	3.3	1.8	5.7	0.5%	i	47	-2	1229	-4%	i	-3
12	CCC(=O)c1cc(F)c(N2CCN(S(=O)(=O)c3ccccc3)CC2)cc1C	-2	807	-3.7	1159	-1.2	0.034	-0.34	1.1	1.5	1.8	4.5	4.9%	i	12	-0.2	792	7%	i	-5
13	O=C(Nc1ccncc1)c1cncc(Br)c1	-14	566	-0.2	1060	0.93	-0.19	0.6	-0.69	4.7	2.1	6.8	-3.2%	i	34	.	.	14%	i	1
14	O=C(Nc1ccccc1)C1CC(=O)N(C2CCCCC2)C1 (stereo unspecified)	.	.	-0.5	1184	-0.8	-0.21	-0.48	0.6	2.0	2.1	7.2	-1.4%	i	48	0.6	1020	-1%	i	-1
15	Cc1ccc(N(CC(=O)Nc2cc(Cl)ccc2Oc2ccccc2)S(C)(=O)=O)cc1C	14	806	.	.	-0.067	-0.011	0.048	-0.96	1.8	0.8	6.5	0.9%	i	25	-0.69	945	-3%	i	1
16	COc1ccc2[nH]cc(C(=O)CN3CCCCC3)c2c1	.	.	4.1	712	-0.31	-0.23	-0.0012	0.19	2.1	1.9	9.1	-2.5%	i	12	-1.1	1157	3%	i	-14
17	O=c1c2ccccc2c(C=Nc2cccc(S(=O)(=O)NCc3ccco3)c2)c(O)n1-c1ccc(Cl)cn1	-3	682	1.1	1094	-0.3	-0.25	-0.4	0.76	2.4	3.0	8.4	-1.7%	i	30	0.08	1449	-17%	i	11
18	Oc1oc(-c2ccccc2)nc1C=Nc1ccccc1	.	.	.	.	-0.72	-0.23	-0.33	0.91	2.2	1.4	3.0	-0.8%	i	28	.	.	14%	i	5
19	Cc1ccc(-c2nc3ncccc3o2)cc1NC(=O)c1ccccc1	1	752	8.1	912	0.45	-0.26	-0.0004	1.2	.	.	.	.	i	26	0.76	1390	-1%	.	.
20	O=C(CSc1nnc2sc3ccccc3n12)NCc1ccc2c(c1)OCO2	2	699	1.6	1187	0.89	-0.58	0.99	-1.4	.	.	.	.	i	14	0.57	698	-5%	.	.
21	Cc1ccc(Cn2ncc(C)c2N)o1	-6	724	0.4	1027	2.2	-0.12	1.8	-1.7	2.3	0.8	4.2	0.5%	i	22	0.62	1424	9%	i	11
22	O=C(NCc1cccs1)NC1CCCCC1	.	.	0.5	1152	4.2	-0.12	2.5	-1.5	6.5	2.1	17	-0.8%	i	31	0.4	1230	-14%	i	43
23	CCc1nnc(NC(=O)CSc2nc3ccccc3s2)s1	-2	642	-1.0	1091	-0.96	-0.11	-0.64	0.53	5.4	1.9	4.0	0.2%	i	58	.	.	-3%	i	-1
24	CCCNC(=O)c1ccc2c(c1)C1C3CCC(C3)C1C(c1ccccc1)N2 (stereo unspecified)	-1	717	-2.4	1067	0.047	-0.32	0.35	0.12	1.9	1.2	7.0	0.6%	i	16	0.68	801	-11%	i	-3
25	Cc1cc2nc(SCCOC(=O)Nc3ccc(Cl)cc3)nc(C)c2cc1C	.	.	-0.3	1466	0.48	-0.098	0.48	-0.58	1.3	1.4	7.5	-2.0%	i	61	3	1106	-5%	i	1
26	CCOC(=O)C1=C(C)Nc2nnnn2C1c1ccc(OC)c(Br)c1 (stereo unspecified)	3	706	-0.2	1063	0.5	-0.18	0.63	-0.46	6.0	1.6	5.7	.	i	61	-1.4	1148	10%	.	.
27	CNCCCOc1cccc(Oc2ccccc2)c1	10	653	1.9	1052	0.33	-0.29	0.41	0.099	3.8	1.2	6.2	-4.1%	i	37	0.39	1469	7%	i	0
28	COC(=O)CSc1nc(-c2ccccc2)cc(-c2ccco2)c1C#N	.	.	3.5	557	4.1	0.0044	2.1	-2	3.9	1.7	8.4	-2.1%	i	24	0.26	1203	-4%	i	13
29	Cc1ccc2c(c1)C=CC(C)N2C(=O)c1ccccc1 (stereo unspecified)	.	.	-1.7	966	-0.88	-0.21	-0.62	0.44	5.1	2.0	4.3	-0.1%	i	11	-0.59	1460	-18%	i	3
30	CCOC(=O)c1sc(NC(=O)/C=C/c2cnn(C)c2C)c(C(=O)OC(C)C)c1C	-19	556	3.1	1062	2.8	-0.17	1.5	-0.64	3.4	1.6	12	-1.2%	i	30	-1.7	1590	-3%	i	-34
31	O=c1c(Cc2c(F)cccc2Cl)c(O)ccn1CC1CCCO1 (stereo unspecified)	-10	676	-4.8	1076	0.59	-0.19	0.34	0.21	2.0	1.9	5.8	-1.1%	i	9	0.41	1545	-1%	i	-34

This is a random part of the collection. About 3% of those tested had a hit in this group.
